High-throughput results (PubChem BioAssay)
Mm-Cpn inhibitor: inhibitors of Methanococcus maripaludis chaperonin (MmCpn) | Potency, µM (top dose mostly 76.9 µM), for inactives: top-dose activity, negative = inhibition, actives largely listed as inhibitors | purified Mm-Cpn ATPase, ADP Transcreener TR-FRET | 330,000 tested, 0.031% active | AID 504842; further: potency means the concentration at half of the fitted maximal effect; on the % scale 0 is the no-effect control and ±100 the full control effect; nearly all actives have a fitted effect of over 80% in size
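Measured: ADP formation by purified Mm-CPN. Conditions: 25 nM protein, 10 uM ATP, Tris pH 7.4 with Mg2+, K+ and DTT, 37°C for 30 min. Detection: Transcreener HTRF after 30 min at room temperature.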
CCT modulator: changes cytosolic chaperonin activity; purified chaperonin ATPase assay, HTRF ADP detection, 30 min; activity change, % (test concentration not listed), hits read low; 360,000 tested, 0.3% active; AID 651819; in the data active means activity change below about -30%; further: on the % scale 0 is the no-effect control and ±100 the full control effect
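TRiC at 40 or 20 nM final (batch-dependent) in 30 mM Tris pH 7.4, 100 mM KCl, 5 mM MgCl2, 1 mM DTT, with compound at single 76 uM and 10 uM ATP, 30 min at 37 deg C. ADP detected by HTRF Transcreener, 665/615 ratio.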
EPAC2 agonist: activates human EPAC2 exchange factor | Q8WZA2 | AID 720711 | Potency, µM (highest dose often 154 µM), without a hit: top-dose activation, usual class: activators | 360,000 tested, 0.079% active | EPAC2 activation, biochemical qHTS; response scale: 100% = 6.5 mM cAMP response; further: potency means the concentration at half of the fitted maximal effect; nearly all actives have a fitted effect of over 50% in size
Target sequence (Q8WZA2 whole entry, looked up): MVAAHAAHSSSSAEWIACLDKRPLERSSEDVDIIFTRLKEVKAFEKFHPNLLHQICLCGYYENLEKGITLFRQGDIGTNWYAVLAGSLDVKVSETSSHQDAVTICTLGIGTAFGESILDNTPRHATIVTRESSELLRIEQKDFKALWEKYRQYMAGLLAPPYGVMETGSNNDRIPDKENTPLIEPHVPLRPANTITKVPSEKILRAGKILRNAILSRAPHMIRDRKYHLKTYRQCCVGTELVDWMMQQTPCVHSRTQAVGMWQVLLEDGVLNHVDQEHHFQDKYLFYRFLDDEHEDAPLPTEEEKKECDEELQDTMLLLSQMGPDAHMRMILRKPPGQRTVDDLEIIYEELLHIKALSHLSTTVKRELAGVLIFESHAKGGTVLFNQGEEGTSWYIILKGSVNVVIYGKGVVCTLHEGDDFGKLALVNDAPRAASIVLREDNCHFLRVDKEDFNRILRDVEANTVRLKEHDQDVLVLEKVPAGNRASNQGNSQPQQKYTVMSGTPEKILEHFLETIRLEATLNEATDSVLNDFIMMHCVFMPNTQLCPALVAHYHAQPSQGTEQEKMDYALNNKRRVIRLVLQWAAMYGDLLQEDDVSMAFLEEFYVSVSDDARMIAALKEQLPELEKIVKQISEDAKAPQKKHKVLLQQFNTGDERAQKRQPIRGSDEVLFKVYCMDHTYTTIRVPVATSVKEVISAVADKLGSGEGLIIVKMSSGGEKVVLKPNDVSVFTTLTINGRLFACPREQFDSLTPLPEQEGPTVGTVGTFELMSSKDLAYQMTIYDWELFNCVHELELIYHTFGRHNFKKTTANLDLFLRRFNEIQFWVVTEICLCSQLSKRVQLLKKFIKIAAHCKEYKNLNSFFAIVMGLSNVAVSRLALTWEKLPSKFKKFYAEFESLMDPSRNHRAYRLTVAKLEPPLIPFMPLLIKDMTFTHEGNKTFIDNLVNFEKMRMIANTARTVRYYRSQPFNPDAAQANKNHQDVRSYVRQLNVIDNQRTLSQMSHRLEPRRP
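Each well held 100 nM EPAC2, 250 nM RAP1B-BODIPY-GDP and 50 uM GDP. Fluorescence, read at 5-min intervals to 30 min, was referenced to a 6.5 mM cAMP positive control.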
Nrf2 activator: Nrf2 pathway activation; AREc32 ARE-luciferase reporter (MCF7-derived line), luminescence, 24 h; 410,000 tested, 0.31% active; AID 624171; Potency, µM (titrated, usually from 46.1 µM), for inactives: at the highest dose activation, most hits filed as activators; further: potency means the concentration at half of the fitted maximal effect; % of control where 0% means no effect; nearly all actives have a fitted effect of over 65% in size
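AREc32_Fluc, 1000 cells/well, OPTI-MEM + 5% FBS, o/n 37 deg C 5% CO2; 23 nL cpd by pin tool, 24 hr; Steady-Glo 30 min RT, luminescence.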
EPAC2 antagonist: EPAC2 (human) antagonism; EPAC2 GEF exchange of Rap1B-BODIPY-GDP, fluorescence; Potency, µM (highest dose often 114 µM), without a hit: at the top dose activity, negative = inhibition, actives largely listed as inhibitors; 360,000 tested, 0.18% active; AID 720708; further: potency means the concentration at half of the fitted maximal effect; on the % scale 0 is the no-effect control and ±100 the full control effect; nearly all actives have a fitted effect of over 45% in size; many of its hits are not listed in these tables
pAkt inh: inhibitors of Akt phosphorylation; 360,000 tested, 0.32% active; AID 651550; activity change, % for hits at 50 µM; Neuro2A IGF-stimulated pAkt S473 HTRF, 20 min; hits give low values; in the data active means activity change below about -80%; inconclusive means mostly about -51% to -80%; further: on the % scale 0 is the no-effect control and ±100 the full control effect
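Neuro2A cells in DMEM with 0.5% FBS, overnight at 37 deg C, given compound at single 50 µM final, then IGF (6 nM final) for 20 min at 37 deg C. Lysed; phospho-Akt Ser473 by HTRF after 24 h, 665/615 ratio.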
TGFb SMAD3 inh: TGF-b pathway inhibition; Potency, µM (titrated, usually from 46.1 µM), inactives show at the highest dose activity, negative = inhibition, actives largely listed as inhibitors; HepG2 CAGA-GFP TGF-b/SMAD3 reporter, GFP fluorescence, 18 h; TGF-beta stimulated, 500 pg/mL final; 410,000 tested, 1.2% active; further: potency means the concentration at half of the fitted maximal effect; on the % scale 0 is the no-effect control and ±100 the full control effect; nearly all actives have a fitted effect of over 65% in size
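GFP signal (ex488/em500-530) from TGF-beta-stimulated HEPG2 CAGA-GFP cells, 500 pg/mL final, 18 h at 37 degrees C in DMEM plus 1% FBS, normalized to unstimulated and DMSO-stimulated controls.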
Nrf2 inh: blocks Nrf2 signaling | A549 ARE-Fluc reporter, luciferase luminescence, 18-24 h | Potency, µM (series often up to 46 µM), inactives show at the highest dose activity change, negative = inhibition, most hits filed as inhibitors | 360,000 tested, 2.1% active; further: potency means the concentration at half of the fitted maximal effect; on the % scale 0 is the no-effect control and ±100 the full control effect; nearly all actives have a fitted effect of over 60% in size
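Nrf2 function is reported as luminescence of an ARE-controlled luciferase in A549 cells. Compounds were tested at several concentrations, and a CellTiter-Fluor read on the same wells flagged cytotoxicity.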
A549 viability: kills or reduces viability of A549 cells in Nrf2 counter-screen; A549 ARE-Fluc cells, CellTiter-Fluor viability, 18-24 h; Potency, µM (top dose mostly 46 µM), inactives show at the top dose activity change, negative = cytotoxicity, most hits filed as inhibitors; 390,000 tested, 0.16% active; AID 504648; further: potency means the concentration at half of the fitted maximal effect; on the % scale 0 is the no-effect control and ±100 the full control effect
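A549 ARE-Fluc cells in 5% FBS OPTI-MEM, 5000 cells/well, rested 2 h then exposed to compounds in concentration-response for 18-24 h at 37 °C. Viability by CellTiter-Fluor fluorescence (Ex 405/Em 525) after 30 min; luciferase luminescence (BugLite, 15 min, RT) read afterwards.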
The depositor's hits bear a star; i = inactive; ? = inconclusive; · = no result given; [ ] = remark or other dose. Unless noted, the call rests on the fitted dose curve; in most records, active means well fitted curve in the direction sought with a large enough effect; inconclusive means small, poorly fitted or top-dose-only effect, or another doubt; inactive means no such curve, though single readings can be large; an effect the other way counts as inactive or inconclusive. A portion of the library; count on the stated rates, not on these rows.

SMILES	Mm-Cpn inhibitor	CCT modulator	EPAC2 agonist	Nrf2 activator	EPAC2 antagonist	pAkt inh	TGFb SMAD3 inh	Nrf2 inh	A549 viability
C[C@@H]1CCCCCCCCC(=O)OCCN(C(=O)OC(C)(C)C)[C@H](C)CCCCCCCCC(=O)OCCN1C(=O)OC(C)(C)C	2%	-0.1	5%	0.3%	15%	i	15%	?	?
CCN(CC)c1ccc2c(C)c(CO)c(=O)oc2c1	0%	2.6	-3%	-1.0%[9.22 µM]	7%	i	?	4%	6%
CCCCOc1ccc(C(=O)Nc2ccc3c(c2)C(=O)NC3=O)cc1	0%	-4.9	5%	-0.5%	-1%	i	-13%	-4%	-1%
COc1ccc(C(C2C(=O)CC(C)(C)CC2=O)C2C(=O)CC(C)(C)CC2=O)cc1COCC(F)(F)F	0%	1.4	-4%	-0.7%	12%	i	-18%	17%	-5%
Cc1cc(C)n2c(Br)c(CSc3nc4ccccc4s3)nc2n1	-3%	-2.3	-3%	0.9%	0%	i	0%	?	0%
Cc1cc(C)nc(NC(=O)c2cc(-c3ccc4c(c3)OCO4)nc3ccccc23)c1	?	0.2	13%	5.8%	19%	i	9%	3%	8%
Cc1cc(C)n2nc(-c3cnn(C)c3C(F)(F)F)cc2n1	-4%	0.5	-17%	8.8%	3%	i	-9%	?	1%
CC1=NNC(=O)C1CCC(=O)N/N=C(\C)c1ccc(Cl)cc1 (stereo not given)	-9%	-1.9	1%	-0.4%	-1%	i	-13%	3%	-2%
Cc1ccc(NC(=S)NN2CCN(C)CC2)cc1	-3%	-3.1	0%	-0.2%	-14%	i	-2%	1%	-4%
O=C(CCS(=O)(=O)c1cccs1)Nc1ccc(C(=O)NC2CCN(Cc3ccccc3)CC2)cc1	-2%	0.2	11%	4.7%	3%	i	-5%	-9%	-8%
CCC(=O)n1nc(-c2cccnc2)nc1NCc1ccccc1	1%	-10	-9%	2.2%	7%	i	-6%	5%	5%
COc1cccc(N2CCN(C(=O)C3CCN(S(=O)(=O)c4c(C)noc4C)CC3)CC2)c1	·	·	·	-0.6%	·	·	-1%	0%	0%
COc1ccc(CNC(=O)c2ccc(NC(=O)C3=CSCCO3)cc2)cc1	0%	0.8	-2%	1.0%	-6%	i	6%	-2%	-3%
CC(=O)Nc1c(-c2ccccc2)nc2ccc(Cl)cn12	·	1.6	-2%	9.0%	-8%	i	2%	?	1%
O=C(NCC(c1ccco1)N1CCc2ccccc2C1)c1c(F)cccc1F (stereo not given)	0%	1.1	8%	-0.9%	11%	i	-4%	17%	-6%
COc1cccc(N(CC(=O)NC2CCCCC2)C(=O)Cn2nnc(-c3ccc(C)o3)n2)c1	1%	-0.2	-6%	-0.6%	-7%	i	7%	-11%	-8%
Cc1ccc(CNC(=O)COC(=O)c2ccc(S(=O)(=O)NCc3ccco3)cc2)cc1	1%	0.2	2%	0.4%	-11%	i	2%	4%	-1%
COc1ccc(-n2c(=O)c3sc4ccccc4c3n(CC(=O)Nc3ccccc3F)c2=O)cc1	·	·	·	-0.7%	·	·	-12%	-2%	-3%
O=C(Oc1ccc(C(=S)N2CCOCC2)cc1)c1ccc(Br)cc1	1%	-0.4	-1%	0.3%	5%	i	-9%	7%	7%
O=C(OCCCN=C1NS(=O)(=O)c2ccccc21)C1CC(=O)N(c2ccc(Cl)cc2)C1 (stereo not given)	3%	0.5	3%	0.4%	5%	i	-3%	-10%	-12%
COc1ccc(CCNc2nc(-c3ccc(O)cc3)cs2)cc1OC	-2%	1.3	5%	19%	4%	i	?	6%	3%
CCOC(=O)CCCNC(=O)COC(=O)c1cccc(F)c1	0%	-0.6	5%	0.0%	20%	i	9%	3%	-1%
COc1ncc(-c2c(-c3ccccc3OC)sc3ccccc23)cn1	·	0.0	16%	6.1%	?	i	·	·	·
COc1ccc(OC)c(CNc2ncc(-c3ccc(Cl)cc3)n2C)c1	·	·	·	0.4%	·	·	5%	-12%	-8%
CCN(Cc1ccccc1)C(=O)Cc1c[nH]c2ccccc12	-4%	0.1	1%	2.4%	-5%	i	-3%	4%	0%
CCCNC(=O)OCCC12CC3CC(CC(C3)C1)C2	-2%	-1.5	-1%	0.1%[9.22 µM]	-2%	i	-4%	12%	-1%
O=[n+]1cc(-c2ccc(Br)cc2)n([O-])c2c1CCC2	4%	-2.2	-1%	-0.1%	-2%	i	4%	-20%	-3%
Cn1c(CC(=O)c2ccc(Br)cc2)[n+](C)c2ccccc21	2%	0.9	2%	-0.2%	7%	i	9%	20%	-8%
Cn1c(N/N=C2\CCCc3ccccc32)nc2c1c(=O)n(Cc1ccccc1)c(=O)n2C	2%	-2.4	-3%	-0.3%	7%	i	0%	2%	-1%
C[C@@H]1CN([C@@H](C)CO)C(=O)Cc2cc(NS(=O)(=O)c3ccccc3)ccc2O[C@H]1CN(C)Cc1ccncc1	4%	-0.5	-10%	-0.7%	4%	i	?	-10%	1%
CCC(=O)N1CCc2cc(Br)cc(S(=O)(=O)CCC(=O)Nc3ccc(C)c(F)c3)c21	·	·	·	0.1%	·	·	-9%	-6%[9.27 µM]	2%
COc1ccccc1C(=O)OCC(=O)Nc1ccc(OC(F)F)cc1	-2%	0.0	12%	-0.3%	-2%	i	6%	1%	0%
Cc1cccc2c1cnn2C(=O)CCC(=O)NCC(C)c1ccccc1 (stereo not given)	1%	1.3	18%	-0.1%	2%	i	3%	5%	2%
O=C(CSc1nnc(Cc2cccs2)n1-c1ccccc1)Nc1ccc2c(c1)OCCO2	1%	-24	?	2.9%	7%	·	7%	4%	-11%
CN(Cc1cc2ccccc2[nH]c1=O)C(=O)COc1ccccc1	1%	-0.9	-4%	0.2%	-9%	i	4%	-25%	0%
CC(C(=O)Nc1cc(Cl)cc(Cl)c1)N1CCCC1 (stereo not given)	0%	-2.9	7%	-0.2%	15%	i	-6%	-2%	-5%
CCOC(=O)N1CCN(C(=O)c2nn(C)c3c2CSc2ccccc2-3)CC1	0%	-0.7	0%	-0.1%	11%	i	-12%	?	0%
CCOc1ccc(S(=O)(=O)N2CCN(c3ccc(Cl)c(Cl)c3)CC2)c2ccccc12	·	·	·	-0.9%	·	·	8%	4%	8%
Cc1ccc(S(=O)(=O)Nc2ccccc2CNc2cccc(C)n2)cc1	-1%	-1.4	13%	4.4%	-1%	i	0%	2%	1%
Cc1cc(C)c(C#N)c(SCCS(=O)(=O)Cc2ccc(Cl)cc2)n1	-5%	-3.9	-1%	0.1%	6%	-91%*	14µM*	-17%	1%
O=C(Nc1ccc(N2CCOCC2)cc1)Nc1cnsn1	-2%	-1.5	-3%	0.0%	4%	i	13%	13%	0%
Cc1cc(C)cc(N(CC(=O)NC2CCCC2)C(=O)CCC(=O)Nc2cc(C)ccn2)c1	0%	1.8	-3%	2.0%	6%	i	-14%	11%	2%
Cc1cc(=O)oc2c(C)c(OC(C)C(=O)Nc3ccc(N4CCC(C)CC4)cc3)ccc12 (stereo not given)	4%	-0.9	-13%	-1.0%	16%	i	19%	21%	11%
CCOC(=O)c1c(-c2ccccc2)csc1NC(=O)c1ccc(S(=O)(=O)N2CCOCC2)cc1	1%	-0.3	-1%	0.1%	-1%	i	2%	14%	-2%
COc1ccc2ccccc2c1CN1CCSCC1	0%	-2.2	7%	0.2%	-8%	i	-21%	-8%	-5%
O=C(NCc1ccccc1)c1ccc(S(=O)(=O)Nc2cccc(C(F)(F)F)c2)cc1	5%	-2.6	17%	-0.7%	-20%	i	?	?	-8%
COC(=O)c1ccc(Nc2nnc(-c3ccc(C)c(S(=O)(=O)N4CCN(C)CC4)c3)c3ccccc23)cc1	·	·	·	9.9%	·	·	-1%	-19%	-12%
O=C1CC2CCCN2C=C1I (stereo not given)	0%	-0.6	4%	0.1%	-8%	i	-9%	-1%	-8%
Cc1cccc(C(=O)NCC(=O)Nc2ccc(S(=O)(=O)Nc3nc(C)cc(C)n3)cc2)c1	0%	-1.0	5%	-0.2%	2%	i	?	?	-2%
CN(C(=O)c1cccc(NC(=O)c2ccccc2)c1)C1CCCCC1	-5%	-2.8	7%	0.3%	-6%	i	-12%	-16%	1%
CCN1C(=O)S/C(=C/c2cn(C)c3ccccc23)C1=O	0%	2.8	4%	18%	5%	i	-3%	3%	-4%
COc1cccc(-c2cc(C(F)(F)F)nc(NCCc3ccccc3)n2)c1	·	·	·	3.4%	·	·	-25%	4%[9.27 µM]	12%
O=C(N=Nc1c(O)[nH]c2ccc(F)cc12)c1ccc(NS(=O)(=O)c2cccs2)cc1	0%	0.6	2%	-0.8%	0%	i	4%	-9%	-5%
COc1ccc(-c2cnnc(N/N=C/c3ccc(OC)c(OC)c3)n2)cc1	-2%	-0.2	-2%	1.8%	10%	i	-7%	?	-1%
C=CCCN([C@H](CO)Cc1ccccc1)S(=O)(=O)c1ccccc1Br	0%	-0.1	14%	6.1%	-10%	i	?	?	11%
Cc1ccnc(SCCn2c(N3CCOCC3)nc3c2c(=O)[nH]c(=O)n3C)n1	·	6.4	0%	0.0%	3%	i	23%	-2%	-4%
O=C1[C@H]2[C@@H](c3ccc(F)cc3)N3C(=O)N(c4ccc(C(F)(F)F)cc4)C(=O)[C@@]3(Cc3ccccc3)[C@H]2C(=O)N1C1CCCCC1	-1%	-1.0	-8%	1.0%	-7%	i	-6%	-8%	-7%
